# Bioassay records (PubChem BioAssay)
# DAX1 inh-1 – DAX1 (NR0B1) inhibition, primary screen. HEK293T StAR-luciferase reporter, SF-1/DAX-1 repression relief. inhibition, % at 6.8 µM. 370,000 compounds, 1.1% hits. AID 652010;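 active means inhibition above the mean over all tested compounds plus 3 SD, cut at about 3.6% in these data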;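 further: 0% = DAX-1 cells with DMSO and 100% = cells lacking DAX-1 with DMSO; higher inhibition means more luminescence from relief of DAX-1 repression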
# DAX1 inh-2 – inhibitors of human orphan nuclear receptor DAX1 (NR0B1). P51843. HEK293 Gal4-DAX1 luciferase reporter, luminescence. inhibition, % at 6.75 µM. 340,000 compounds, 0.99% hits. AID 504766;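 active means inhibition above the mean over all tested compounds plus 3 SD, cut at about 4.2% in these data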;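 further: 0% = DAX1-transfected cells with DMSO and 100% = empty-vector control cells with DMSO; inhibition shows as a rise in luminescence from relieved DAX1 repression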
# Target sequence (P51843 207-470 limits assumed): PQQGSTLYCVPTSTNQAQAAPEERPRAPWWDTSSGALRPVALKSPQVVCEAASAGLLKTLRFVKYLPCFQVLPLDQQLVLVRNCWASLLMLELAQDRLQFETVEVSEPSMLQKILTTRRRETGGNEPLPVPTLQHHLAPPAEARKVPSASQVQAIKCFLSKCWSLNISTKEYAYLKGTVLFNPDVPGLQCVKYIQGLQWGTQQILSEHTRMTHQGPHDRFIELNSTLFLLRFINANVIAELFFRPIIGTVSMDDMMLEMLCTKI
# ssDAF-12 act – activators of S. stercoralis DAF-12 nuclear receptor; HEK293 ssDAF-12/GRIP1 lit1-tk-luc reporter, luminescence; % of 3 µM dafachronic acid response; activation, % at 6.8 µM; 370,000 compounds, 1% hits; AID 652126;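 active means activation above the mean over all tested compounds plus 3 SD, cut at about 0.9% in these data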;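 further: 0% = DMSO-only wells and 100% = 3 µM delta7-dafachronic acid wells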
# hcDAF-12 act – H. contortus DAF-12 activation, primary screen | HEK293 hcDAF-12 lit1-tk-luc reporter, luminescence; 0% DMSO, 100% Δ7-dafachronic acid | activation, % at 6.8 µM | 370,000 compounds, 1.4% hits | AID 652067;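 active means activation above the mean of all tested compounds plus 3 SD, cut at about 5.5% in these data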;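 further: 100% = response to 3 µM Δ7-dafachronic acid high control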
# sPLA2-III inh – Inhibits HGIII-sPLA2 liposome hydrolysis, primary screen. AID 743126. inhibition, % at 12.2 µM. QFRET BODIPY PC-A2 liposome hydrolysis, fluorescence. 370,000 compounds, 0.56% hits;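 active means inhibition above mean plus 3 SD of compounds lying within the high and low control bounds, cut at about 19% in these data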;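 further: 0% = median of test compound wells and 100% = no enzyme DMSO wells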
# Target sequence (Q9NZ20 whole entry, looked up): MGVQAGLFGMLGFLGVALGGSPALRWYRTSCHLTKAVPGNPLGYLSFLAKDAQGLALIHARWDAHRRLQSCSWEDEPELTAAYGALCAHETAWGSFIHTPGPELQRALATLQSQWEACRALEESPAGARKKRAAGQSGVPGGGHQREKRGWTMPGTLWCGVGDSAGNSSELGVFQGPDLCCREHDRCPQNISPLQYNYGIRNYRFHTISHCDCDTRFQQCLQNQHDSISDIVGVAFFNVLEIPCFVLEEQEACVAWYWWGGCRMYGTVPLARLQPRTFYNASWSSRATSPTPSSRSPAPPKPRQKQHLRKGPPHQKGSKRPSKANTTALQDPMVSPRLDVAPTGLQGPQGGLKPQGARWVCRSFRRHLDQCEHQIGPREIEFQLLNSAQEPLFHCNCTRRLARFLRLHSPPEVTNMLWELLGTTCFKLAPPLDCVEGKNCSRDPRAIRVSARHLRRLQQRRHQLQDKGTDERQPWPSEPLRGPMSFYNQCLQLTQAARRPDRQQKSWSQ
# hgDAF12 agonist – activates the H. glycines DAF-12 receptor ligand-binding domain; HEK293 GAL4-hgDAF12 UAS-luciferase reporter, agonist luminescence; normalized to butyrate control; activation, % at 6.8 µM; 370,000 compounds, 1.8% hits; AID 687014;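 active means activation above a cutoff set at the mean of all screened compounds plus 3 SD, cut at about 10% in these data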;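 further: 0% = DMSO wells and 100% = sodium butyrate wells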
# SMARCA2 act – SMARCA2 function activation, primary screen; MG213 cells, MMTV-luciferase reporter, dexamethasone, overnight; activation, % at 9.1 µM; 370,000 compounds, 1% hits; AID 652017; in the data active means activation above about 7.8%;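 further: 0% = vehicle wells and 100% = reference activator wells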
# GC-A act – GC-A (human) enzyme activation; HEK293 GC-A cells, cGMP TR-FRET, EC30 ANP; 0% at EC30 ANP, 100% saturating ANP; activation, % at 10 µM; 370,000 compounds, 0.14% hits; AID 1671463; in the data active means activation above about 40%
# proKLK7 act – activators of human kallikrein-7 zymogen. 370,000 compounds, 0.9% hits. purified proKLK7, EDANS-DABCYL substrate fluorescence; 100% is mature enzyme control, 0% vehicle. activation, % at 7 µM;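 active means activation above the mean of all tested compounds plus 3 SD, computed per campaign excluding outliers beyond control limits, cut at about 13% in these data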
# Target sequence (P49862 whole entry, looked up): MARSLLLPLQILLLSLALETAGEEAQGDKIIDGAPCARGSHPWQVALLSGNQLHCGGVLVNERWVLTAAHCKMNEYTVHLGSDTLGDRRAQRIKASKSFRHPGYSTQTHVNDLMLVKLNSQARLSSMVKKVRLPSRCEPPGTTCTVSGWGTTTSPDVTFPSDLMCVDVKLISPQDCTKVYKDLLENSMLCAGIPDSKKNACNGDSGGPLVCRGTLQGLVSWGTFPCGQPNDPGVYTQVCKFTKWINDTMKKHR
# NPR2 activator – GC-B (human) receptor activation; 370,000 compounds, 0.11% hits; activation, % at 10 µM; P20594; HEK293-GC-B cells, CNP EC30, cGMP TR-FRET; 0% at EC30 CNP, 100% saturating CNP; AID 1920062;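 active means activation at 10 µM reaching about 35% in either raw or pattern-adjusted values, limit read from the data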
# GAA850 FXN act – increases GAA850 frataxin promoter reporter activity. HEK293 lucGAA850 FXN promoter luciferase reporter, 24 h; percent of 10 µM SAHA response. activation, % at 6 µM. 360,000 compounds, 0.56% hits. AID 540364;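 active means activation above the average of all compounds screened plus 3 SD, cutoff fixed separately per campaign, cut at about 7.5% in these data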;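 further: 0% = DMSO wells and 100% = 10 µM SAHA wells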
# The depositor's hits bear a star; x = not tested or not shown.
SMILES,DAX1 inh-1,DAX1 inh-2,ssDAF-12 act,hcDAF-12 act,sPLA2-III inh,hgDAF12 agonist,SMARCA2 act,GC-A act,proKLK7 act,NPR2 activator,GAA850 FXN act
Cc1ccc(S(=O)(=O)N2CCN(C(=O)COC(=O)CNC(=O)c3ccc(Cl)cc3Cl)CC2)cc1,0.5,1.0,-1.1,-1.6,-2,3.0,2,2,-0.6,1,-0.3
COC(=O)c1cc2c(c3c4ccccc4n(S(=O)(=O)c4ccc(OC)cc4)c13)C(=O)N(C)C2,-1.2,x,0.4,2.9,6,0.2,2,-4,-0.1,-6,x
CC1=Nn2c(nnc2-c2ccccc2Cl)SC1,-0.1,-1.8,-1.6,1.4,4,-1.0,3,-1,0.5,1,0.1
NS(=O)(=O)c1ccc(NC(=O)NC2CCCCC2)cc1,0.6,-0.9,-0.5,-0.6,1,2.1,4,3,0.1,-1,3.3
O=C(CNC(=O)c1sc2ccccc2c1Cl)Nc1ccccc1F,0.7,1.5,-1.1,-1.2,3,-0.9,0,-2,-0.5,1,-0.7
COc1cc2c(C#N)c(N3CCc4ccccc4C3)nc(N)c2c(N)n1,-0.4,1.4,-0.9,-2.3,5,0.3,-2,11,-16,10,1.7
CCOC(=O)c1c(NC(=O)CSc2nc3nc(C)cc(C)n3n2)sc(CC)c1C,0.4,-0.1,-1.4,1.3,0,1.4,0,-4,-0.1,-3,4.4
CCOC(=O)C1(CC2CCCCO2)CCN(Cc2cccnc2)CC1 (configuration not stated),-0.3,-0.3,-0.4,5.0,1,1.3,-2,2,0.1,-1,3.0
C#CCNC(=O)C1=C[C@H](c2coc3ccccc3c2=O)C[C@H](OCc2ccc(CO)cc2)O1,0.5,-0.9,-0.5,1.0,2,0.0,0,0,0.1,-4,0.9
Cn1c(SCCOc2cccc(Cl)c2)nnc1-c1ccncc1,-0.4,0.8,-1.1,-1.3,-8,1.0,2,-2,0.0,0,0.4

# Two of the compounds above, with two lines to a compound.
# Values in the order – DAX1 inh-1	DAX1 inh-2	ssDAF-12 act	hcDAF-12 act	sPLA2-III inh	hgDAF12 agonist	SMARCA2 act	GC-A act	proKLK7 act	NPR2 activator	GAA850 FXN act
- O=C(CNC(=O)c1sc2ccccc2c1Cl)Nc1ccccc1F
    0.7	1.5	-1.1	-1.2	3	-0.9	0	-2	-0.5	1	-0.7
- COc1cc2c(C#N)c(N3CCc4ccccc4C3)nc(N)c2c(N)n1
    -0.4	1.4	-0.9	-2.3	5	0.3	-2	11	-16	10	1.7

# Next section.
SMILES,DAX1 inh-1,DAX1 inh-2,ssDAF-12 act,hcDAF-12 act,sPLA2-III inh,hgDAF12 agonist,SMARCA2 act,GC-A act,proKLK7 act,NPR2 activator,GAA850 FXN act
COc1ccc(CNC(=O)CN(C(=O)c2csnn2)c2ccc(F)cc2)cc1,0.3,0.6,-1.0,2.7,5,1.9,0,0,0.3,3,2.7
COc1cc(C(=O)N2CCCc3ccccc32)cc(OC)c1OC,-1.2,-0.4,-1.3,0.5,7,2.1,-3,-8,-0.5,-4,0.3
CCOC(=O)C1(Cc2cccc(OC)c2)CCN(C2CCOCC2)CC1,0.6,0.9,-0.1,-0.1,3,-0.2,-2,-2,-0.4,0,1.7
Cc1cccc(OCC(=O)N2CCN(C(=O)c3ccco3)CC2)c1,-0.5,1.6,-1.8,0.1,3,0.6,3,2,-0.1,-4,0.5
COc1ccc(S(=O)(=O)N2CCOCC2)cc1NC(=O)Cc1ccccc1Cl,-0.1,0.6,-0.8,-1.6,-6,-0.8,-3,2,0.4,-4,0.7
C#Cc1ccc([C@@H]2C=C(C(=O)OCC=C)O[C@H](OCC)[C@H]2CCCO)cc1,-0.3,-0.2,-1.3,-0.8,1,-1.2,1,-8,0.3,-5,-1.7
CN(CCOc1ccccc1)C(=S)Nc1ccc(OC(F)F)cc1,0.1,0.2,-1.6,-2.2,0,-0.6,-2,1,0.1,-2,0.0
CCOC(=O)c1cc(NC(=O)C2CCCO2)cc(C(=O)OCC)c1 (configuration not stated),0.6,1.5,-1.1,-1.8,7,0.2,-1,-6,0.1,3,0.8
CC(C)(C)[C@@H]1COC(=O)[C@H](Cc2ccc(F)cc2)CC/C=C\C[C@H](CC(=O)N(CCO)Cc2ccccc2)C(=O)N1,-0.8,-1.7,-1.7,-3.7,-33,-5.4,-3,1,0.2,5,-2.5
CC(O)c1n(C)c(Cl)c[n+]1C (configuration not stated),-0.1,-0.3,-0.8,1.0,5,0.1,-1,0,0.3,7,1.8
CC(C)(C)c1nnc(NC(=O)c2cc(-c3ccccc3)nc3ccccc23)s1,0.0,0.0,-0.2,-1.4,4,0.7,-2,-2,-0.2,-3,1.8
CCCCc1c(O)nc(SCCN(C)C)n(-c2ccccc2)c1=O,0.0,-0.7,-0.6,-0.3,0,-0.7,-3,7,0.0,-2,0.8
COc1ccccc1S(=O)(=O)Cc1ccc(C(=O)NCc2cccs2)o1,0.1,-0.2,-1.3,-0.7,-2,-0.7,-1,3,-0.4,1,2.7
O=[N+]([O-])c1ccc(NCCCN2CCC(C(O)(c3ccccc3)c3ccccc3)CC2)cc1,0.3,x,-0.2,-0.8,-17,1.2,-5,-23,-0.5,-17,x
CCOc1ccccc1NC(=O)CSc1cn[nH]n1,-1.3,-0.6,-1.3,0.4,-15,1.7,-1,4,0.8,-5,0.0
COC(=O)c1c(C)[nH]c(/C=N/Nc2ccccc2)c1C,0.4,1.1,-0.3,0.8,2,2.6,15*,-4,0.1,1,2.0
CCCNC(=O)NC(=O)CN1C(=O)NC(C)(c2ccc(C)cc2)C1=O (configuration not stated),0.5,0.7,-0.7,-1.2,-7,-0.4,0,0,0.1,5,0.1
Cc1ccc(C)c2c1N(Cc1ccccc1)C(=O)C21OCCO1,-0.2,1.0,-1.0,-2.5,0,-0.5,0,-7,0.2,-2,1.3
O=C(O)CC1c2ccccc2CCN1S(=O)(=O)c1ccc(F)cc1 (configuration not stated),0.4,-0.2,-0.5,0.1,1,3.9,0,0,0.3,-8,-1.5
CN1CCCC(OC(=O)CCCC(=O)OC2CCCN(C)C2)C1 (configuration not stated),0.3,1.8,-0.8,-0.3,1,0.3,-4,0,0.0,-3,3.4
Cc1ccc2nc3ccc(N4CCCCCCC4)nn3c(=O)c2c1,0.7,1.7,-0.6,0.5,-2,5.8,4,14,2.2,21,1.2
O=C(N/N=C/c1ccc2c(c1)OCO2)C(O)c1ccccc1 (configuration not stated),0.3,0.8,-1.7,-0.7,0,2.9,7,1,0.8,6,3.3
CC(C)c1ccc(/C=N\NC(=O)c2ccc(Cn3cccn3)o2)cc1,-0.5,-1.1,-1.3,2.9,12,0.6,5,2,-0.5,-4,5.9
COc1cc(C=O)c(-c2c(C=O)cc(OC)c3c2OCO3)c2c1OCO2,-0.2,-1.3,-0.8,-2.6,1,-2.9,-2,7,-0.8,8,0.1
CC(=O)N1CCc2cc(S(=O)(=O)CCC(=O)Nc3c(C)n(C)n(-c4ccccc4)c3=O)ccc21,-0.6,0.3,-1.2,-1.1,2,-0.7,-2,5,-0.3,-1,-0.3
CCc1noc(C)c1C(=O)Nc1nc2c(F)cc(F)cc2s1,0.1,0.3,0.0,11*,-4,2.2,1,8,1.3,-2,0.5
COc1cc(OC)nc(Oc2ccccc2/C=N/O)n1,1.2,0.2,-0.7,2.2,3,1.2,2,-4,-1.4,-4,0.8
COCCN(C(=S)Nc1ccc(C)c(C)c1)C(C)c1ccco1 (configuration not stated),-0.4,1.6,-0.4,2.0,0,-3.7,-1,-4,-0.3,-1,0.6
Cc1c(S(=O)(=O)N2CCC(C)CC2)c(=O)n(C)c(=O)n1C,-0.9,0.0,-1.2,-1.0,14,1.2,-3,-1,-0.2,3,0.2
CCOc1ccc(OCCCC(=O)NNC(=O)c2ccncc2)cc1,-1.7,-0.9,0.4,-1.3,12,-0.7,-2,1,0.3,3,-0.9
O=C(CSc1n[nH]c(=O)[nH]c1=O)Nc1c(Cl)cc(Cl)cc1Cl,0.0,0.6,-0.8,0.7,-11,0.4,-2,-4,-0.2,0,-1.2
Cc1ccc(CC(NC(=O)c2ccc(C)cc2)C(=O)O)cc1 (configuration not stated),-0.2,-1.2,-1.1,-0.2,4,0.6,1,2,0.0,3,0.7
CN(C)S(=O)(=O)c1cc(NC(=O)COC(=O)C2CSC3(C)CCC(=O)N23)ccc1Cl (configuration not stated),0.3,-1.2,-0.7,-0.3,-8,-1.2,-3,-2,0.6,7,0.9
CCOC(=O)c1[nH]cnc1C(=O)N1CCN(C(=O)OC(C)(C)C)CC1,0.2,1.1,-1.3,-0.9,-5,1.5,2,-1,-0.8,4,-0.4
Nc1ccc(S(=O)(=O)Nc2ccc(S(N)(=O)=O)cc2)cc1,-0.2,0.1,-0.8,-0.9,4,-1.0,-2,0,-0.7,4,1.4
C=CCNc1nc(NCCOc2ccccc2Cl)c2sc(-c3ccccc3)cc2n1,-1.5,x,-1.4,-0.1,17,3.6,-3,3,-2.2,5,-2.9
COc1ccc(Nc2nc3c(c(=O)n(C)c(=O)n3C)n2CCO)cc1,0.6,0.7,0.0,1.1,5,-0.1,-7,-1,1.0,-2,2.1
Cc1c(NC(=O)c2cccc(NS(C)(=O)=O)c2)c(=O)n(-c2ccccc2)n1C,0.4,0.9,-0.8,-1.0,7,0.7,-1,2,-0.7,3,1.0
COc1ccc(OC)c(NC(=O)Nc2nnc(N3CCC(C)CC3)s2)c1,0.0,-0.2,-1.1,-0.7,0,-1.9,-1,4,0.4,-2,0.2
NC(=O)c1cc(-c2ccncc2)nc2ccc(Cl)cc12,-0.1,-0.6,-1.6,1.6,-4,1.2,0,-8,-1.2,-5,-1.2
O=C1OC(c2ccccc2)(c2ccccc2)c2ccccc21,-0.3,-0.8,-1.4,-0.5,2,-0.4,0,-7,0.2,1,0.4
CCC1=NC(c2ccc(OC)cc2OC)N(O)C1(C)C (configuration not stated),-0.7,0.4,-1.2,-2.6,1,-1.5,-2,-3,0.6,-1,0.8
Nn1c(SCC(=O)Nc2ccc3c(c2)OCO3)nnc1C(F)(F)F,-0.9,1.0,-1.1,-0.8,1,-1.8,0,-3,0.0,0,0.8
COc1cc(CNc2ncnc3c2[nH]c2ccc(C)cc23)cc(OC)c1,-1.2,-3.2,-2.3,-2.5,-35,-5.1,-3,14,2.5,11,0.5
Cn1c(SCC(=O)c2ccccc2F)nnc1C1CC1,1.0,1.2,-0.4,4.7,-2,0.5,4,0,-0.5,1,1.2
COc1ccc(N/N=C(/C(N)=O)C2=NC(C)(C)Cc3ccccc32)cc1,-0.3,-0.2,-1.5,-2.1,15,-2.6,-5,1,-0.2,5,-3.9
O=C(NCc1cccs1)c1cccc(S(=O)(=O)N2CCCCC2)c1,-0.7,-1.4,-1.4,-0.8,-3,-0.1,-4,-1,0.5,0,-1.0
Cc1c(C(=O)NC(C)C2CC3CCC2C3)cccc1[N+](=O)[O-] (configuration not stated),-0.1,-1.0,-0.9,-1.4,4,-0.9,-1,1,0.3,-1,1.2

# Hits appear at their usual frequency; overall some 6.7% were active at least once.
